A549 viability = counter-screen for Nrf2 inhibitors: cytotoxicity in A549 cells; Potency, µM (series often up to 46 µM), without a hit: top-dose activity change, negative = cytotoxicity, hits mostly inhibitors; actives 0.16% (n = 390,000); A549 ARE-Fluc cells, CellTiter-Fluor viability, 18-24 h
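Cytotoxicity counterscreen: CellTiter-Fluor fluorescence was measured in A549 ARE_Fluc cells after 18-24 h of compound exposure in a concentration series. The subsequent BugLite luminescent read reports ARE-luciferase activity.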
Nrf2 inh = blocks Nrf2 signaling | Potency, µM (series often up to 46 µM), for the others: at the highest dose activity change, negative = inhibition, most hits filed as inhibitors | actives 2.1% (n = 360,000) | A549 ARE-Fluc reporter, luciferase luminescence, 18-24 h | AID 504444; note: nearly all actives have a fitted effect of over 60% in size
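Quantitative HTS in A549 cells stably bearing an antioxidant response element-firefly luciferase construct. Inhibition of Nrf2-driven transcription was scored by luminescence after 18-24 h of compound exposure at 37 °C.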
* hit, by the source's call; ? = inconclusive; & = joins results of further samples. Calls come from the whole dose curve; as a rule, active = well fitted curve in the direction sought with a large enough effect; inconclusive = small, poorly fitted or top-dose-only effect, or another doubt; inactive = no such curve, though single readings can be large; an effect the other way counts as inactive or inconclusive. % is set by controls: 0 for no effect and ±100 for the full control effect; potency is the fitted concentration of half-maximal effect. Not all compounds are listed, so the mix of outcomes need not match the whole.

SMILES	A549 viability	Nrf2 inh
Cc1ccc2nsnc2c1S(=O)(=O)Nc1cccc2cccnc12	?	8.2µM*
COc1cc(NS(=O)(=O)c2ccc([N+](=O)[O-])cc2)c2ncccc2c1	-19%	?
CNC(=O)c1cnn2c(C)cc(C)nc12	-11%	-25%
CC(=O)N1CCc2cc(S(=O)(=O)Nc3ccc(C)c(C)c3)ccc21	-5%	15µM*
CCOc1ccc(C2c3c(ncn(-c4ccccc4)c3=N)Oc3ccc4ccccc4c32)cc1OCC (stereo not drawn)	21µM*	16µM*
Cc1cccc(S(=O)(=O)NC2CCN(C#N)C2)c1 (stereo not drawn)	-1%	-6%
CNc1nc(-c2ccccc2)c(-c2ccccc2)s1	4%	?
O=C(CNC(=O)c1ccccc1)OC(Cc1ccccc1)C(=O)Nc1cc(C(F)(F)F)ccc1Cl (stereo not drawn)	2%	-3%
CC(C)c1cc(C(C)C)c(S(=O)(=O)Nc2cccc3cccnc23)c(C(C)C)c1	11%	?
Cc1cc2c(s1)c1cnn(Cc3ccc(-n4cncn4)cc3)c(=O)c1n2C	-1%	-25%
CCCN1CNc2c(c(=O)[nH]c(=S)n2CCc2ccc(OC)cc2OC)C1	15%	-3%
CSc1cc2c(s1)c1cnn(Cc3cccc(N)c3)c(=O)c1n2C	-2%	-10%
O=C(OCC#CCSc1nnc(-c2cccc3ccccc23)o1)c1ccsc1	-4%	?
Oc1ccc(-c2ccccc2F)c2cccnc12	-4%	?
Cc1ccc(NS(=O)(=O)c2cc3c(cc2-c2cn[nH]c2)NC(=O)CO3)cc1C	-1%	-20%
Cn1nnnc1Sc1ncnc2scc(I)c12	?	-23%
COc1cc(OC)cc(-c2nnc3n2N=C(c2ccccc2OC)CS3)c1	-7%	?
O=[S+]1([O-])N=C(Oc2cccnc2)c2ccccc21	-2%	11%
Cc1cc2[nH]c3c(=O)n(Cc4ccccc4F)ncc3c2s1	0%&6%	-17%&3%
CCN(Cc1cccs1)c1ncnc2ccc(-c3ccc4c(c3)OCO4)cc12	1%	-30%
NCCCN(Cc1ccc(Cl)c(Cl)c1)c1ccccn1	-11%	8%
COc1ccc(C2c3c(N)nc(Cc4ccccc4)nc3Oc3ccc4ccccc4c32)cc1OC (stereo not drawn)	-11%	?
COc1cccc(C2c3c(ncn(-c4ccccc4Br)c3=N)Oc3ccc4ccccc4c32)c1 (stereo not drawn)	-1%	9%
COc1cccc(Cn2ncc3c4sc(SC)cc4n(C)c3c2=O)c1	10%	?
Cc1nc(C(C)Nc2ncnc3ccc(-c4ccc5c(c4)OCO5)cc23)cs1 (stereo not drawn)	-2%	-12%
COc1ccc(C2Nc3ccccc3C(=O)N2Cc2ccco2)cc1COc1ccc(N)cc1 (stereo not drawn)	-15%	-8%
Cc1cc2c(s1)c1cnn(Cc3cc(C(F)(F)F)cc(Cl)c3F)c(=O)c1n2C	0%	-5%
CCCN1CNc2c(c(=O)[nH]c(=S)n2CCc2ccccc2OC)C1	-10%	5%
O=S(=O)(c1ccc2c(c1)OCCO2)N1CCN(S(=O)(=O)c2ccccc2OC(F)(F)F)CC1	0%	-5%
O=S1(=O)N=C(Oc2ccccc2F)c2ccccc21	1%	?
N#Cc1nc(Nc2cc(F)cc(F)c2)c2ncn(CCCN3CCCC3)c2n1	2.1µM*	6%
COc1ccc(C2c3c(N)nc(CCCc4ccccc4)nc3Oc3ccc4ccccc4c32)cc1OC (stereo not drawn)	-11%	-9%
COc1ccc(CN2C(=O)c3ccccc3NC2c2ccc(OC)c(COc3ccc(NC(C)=O)cc3)c2)cc1 (stereo not drawn)	9%	-17%
O=C1c2ccccc2C(=O)N1c1noc2ccccc12	11%	?
O=S(=O)(c1ccc2c(c1)OCCO2)N1CCN(S(=O)(=O)c2c(Cl)cc(C(F)(F)F)cc2Cl)CC1	-6%	-5%
COc1cc(F)c(S(=O)(=O)N2CCN(S(=O)(=O)c3cccc(NC(C)=O)c3)CC2)c(F)c1	12%	-14%
O=C(OCC#CCSc1nnc(-c2cccc3ccccc23)o1)c1ccc(Cl)c(C(F)(F)F)c1	2%	2%
CCCN1CNc2c(c(=O)[nH]c(=S)n2CCc2ccc(C)cc2)C1	16%	7%
C[C@@](Cc1ccccc1)(C(=O)O)N1C(=O)c2ccc(C(=O)O)cc2C1=O	3%	-12%
Cc1cc(C)cc(Cn2ncc3c4sc(C)cc4n(C)c3c2=O)c1	-11%	4%
CC(=O)Nc1ccc(OC2=NS(=O)(=O)c3ccccc32)cc1	-3%	?
CC(C)(C)c1ccc(S(=O)(=O)N2CCN(c3nc(-c4cccs4)nc4ccccc34)CC2)cc1	10%&-1%	-8%&-17%
CNCCN(C)c1nc(-c2cccs2)nc2ccccc12	0%	-12%
COc1ccc(C2Cc3ccccc3C(=O)N2Cc2ccccc2)cc1COc1ccc(NC(C)=O)cc1 (stereo not drawn)	-1%	-26%
COc1ccc(C2Nc3ccccc3C(=O)N2Cc2ccccc2)cc1COc1cccc(C)c1 (stereo not drawn)	-3%	-21%

Some of the entries above, set out differently:
structure | A549 viability | Nrf2 inh
CC(C)(C)c1ccc(S(=O)(=O)N2CCN(c3nc(-c4cccs4)nc4ccccc34)CC2)cc1 | 10%&-1% | -8%&-17%
N#Cc1nc(Nc2cc(F)cc(F)c2)c2ncn(CCCN3CCCC3)c2n1 | 2.1µM* | 6%

Next section:
SMILES	A549 viability	Nrf2 inh
Cc1ccc(CNc2ncnc3ccc(-c4ccc5c(c4)OCO5)cc23)o1	-4%	0%
COc1cccc(Sc2nc(N(C)C)ncc2S(=O)(=O)c2ccc(Cl)cc2)c1	-2%	-18%
O=C1CCc2cc(S(=O)(=O)Nc3ccc4c(c3)OCCO4)ccc2N1	8%	?
COc1ccc(-c2nc3ccccc3c(=O)n2Cc2ccco2)cc1COc1ccc(NC(C)=O)cc1	-13%	?
COc1ccc(CCn2c3c(c(=O)[nH]c2=S)CN(c2ccccc2)CN3)cc1OC	10%	-26%
COc1cc2c(s1)c1cnn(Cc3ccccc3F)c(=O)c1n2C	14%	-16%
Cc1ccc(NS(=O)(=O)c2cc3c(cc2N(C)C)CCC(=O)N3)cc1C	2%	13%
O=C1OC(c2ccccc2)(c2ccccc2)N2CCN(C(=O)NCc3ccc(F)cc3)CC12 (stereo not drawn)	?	?
COc1ccc(-c2ccc3ncnc(N(C)Cc4csc(C)n4)c3c2)cc1OC	-15%	3.7µM*
c1coc(CCNc2ncnc3ccc(-c4ccc5c(c4)OCO5)cc23)c1	6%	?
Cc1ccc(CCN2C(=O)c3ccc(C(=O)O)cc3C2=O)cc1	-4%	-16%
O=C(CNC(=O)C1CCCC1)OC(C(=O)Nc1cc(C(F)(F)F)ccc1Cl)c1ccccc1 (stereo not drawn)	9%	-12%
Cc1noc(C)c1-c1ccc2ncnc(NCc3ccc(C(F)(F)F)cc3)c2c1	3%	?
Nc1cc(-c2ccccc2)c[nH]c1=O	5.8µM*	7.3µM*
O=[S+]([O-])(c1ccc2c(c1)OCCO2)N1CCN([S+](=O)([O-])c2c(F)cc(O)cc2F)CC1	0%	17%

Profiles as entered above. Values in the order: A549 viability, Nrf2 inh
O=C1OC(c2ccccc2)(c2ccccc2)N2CCN(C(=O)NCc3ccc(F)cc3)CC12 (stereo not drawn) across the screens: ?, ?
O=[S+]([O-])(c1ccc2c(c1)OCCO2)N1CCN([S+](=O)([O-])c2c(F)cc(O)cc2F)CC1 across the screens: 0%, 17%
Cc1ccc(CCN2C(=O)c3ccc(C(=O)O)cc3C2=O)cc1 across the screens: -4%, -16%

The listing continues.
SMILES	A549 viability	Nrf2 inh
COc1cccc(C2C(C#N)=C(NC(=O)NCc3ccccc3)Oc3ccc4ccccc4c32)c1 (stereo not drawn)	?	-7%
O=C(NCCc1nc2ccccc2n1CCO)C1CCCCC1	-1%	-6%
O=C1c2ccccc2C(=O)N1c1cccc(=O)[nH]1	-7%	-15%
COc1ccc(-c2ccc3ncnc(NCc4nc(C)cs4)c3c2)cc1OC	4%	?
Cc1ccc(NS(=O)(=O)c2cc3c(cc2-c2ccsc2)NC(=O)CO3)cc1C	3%	10%
COC(=O)c1ccc(Cn2ncc3c4sc(C)cc4n(C)c3c2=O)cc1	4%	10%
COc1ccc(C(=O)O)cc1COc1ccc(NC(C)=O)cc1	-1%	8%
Cc1ccsc1CNc1ncnc2ccc(-c3ccc4c(c3)OCO4)cc12	-4%	?
Cc1cc(C)cc(S(=O)(=O)N2CCN(c3nc(-c4cccs4)nc4ccccc34)CC2)c1	-3%	-7%
O=C1CCc2cc(S(=O)(=O)Nc3cccc(F)c3)ccc2N1	0%	?
N#Cc1ccc(N2CCN(S(=O)(=O)c3ccc4c(c3)CC(=O)N4)CC2)cc1	15%	7%
N#Cc1nc(Nc2cc(Cl)cc(Cl)c2)nc(NC2CCCC2)n1	-27%	?
CCCN1CNc2c(c(=O)[nH]c(=S)n2CCc2c(C)cccc2C)C1	16%	6%
COc1ccc(-c2nc3ccccc3n2Cc2ccccc2)cc1COc1ccc(NC(C)=O)cc1	-8%	?
C=CCNc1nnc(-c2cccc3ccccc23)o1	3%	7%
c1ccc(CNCc2nnc(-c3cc4ccccc4[nH]3)o2)cc1	-3%	15%
CCCCN1C(=O)c2ccccc2C1=O	9%	22%
COc1ccc(CN(Cc2ccccc2)C(=O)c2ccc(O)cc2)cc1COc1ccc(NC(C)=O)cc1	1%	?
CCCN1CNc2c(c(=O)[nH]c(=S)n2Cc2ccc(OC)c(OC)c2)C1	-4%	3%
O=C1CCc2cc([S+](=O)([O-])Nc3ccc(N[S+](=O)([O-])c4ccc5c(c4)CCC(=O)N5)cc3)ccc2N1	12%	-17%
CCC(=O)Nc1ccc(OCc2cc(C3Nc4ccccc4C(=O)N3Cc3ccccc3)ccc2OC)cc1 (stereo not drawn)	-10%	?
CC(=O)NC(c1cccs1)c1cc(Cl)c2cccnc2c1O (stereo not drawn)	-16%	?
COc1ccc(OC)c(C2=Nn3c(nnc3-c3ccc(OC)c(OC)c3)SC2)c1	-4%	?
O=C(OCC#CCSc1nnc(-c2ccccc2F)o1)c1ccc(F)cc1	5%	9%
O=C1CCc2cc(S(=O)(=O)Nc3ccccn3)ccc2N1	12%	15%
Oc1ccc(Nc2ccccc2F)c2cccnc12	-3%	?
Cc1ccc(NS(=O)(=O)c2cc3c(cc2Cl)NC(=O)C3)cc1C	6%	14%
Cc1ccc(NS(=O)(=O)c2cc3c(cc2/C=C/c2ccccc2)NC(=O)CO3)cc1C	1%	4%
Cc1c(P(=S)(c2ccccc2)c2ccccc2)c2ccccc2n1CCCc1ccccc1	4%	5%
Cc1cc2c(s1)c1cnn(Cc3cccc(F)c3F)c(=O)c1n2C	1%	0%
Cc1cc(C)c(C)c(S(=O)(=O)N2CCN(S(=O)(=O)c3ccc4c(c3)OCCO4)CC2)c1C	0%	-12%
COc1cc(NS(=O)(=O)c2cccc([N+](=O)[O-])c2)c2ncccc2c1	-16%	?

Nrf2 inh, hit marks shown above.
SMILES,Nrf2 inh
Cc1ccc2nsnc2c1S(=O)(=O)Nc1cccc2cccnc12,8.2µM*
CC(=O)N1CCc2cc(S(=O)(=O)Nc3ccc(C)c(C)c3)ccc21,15µM*
CCOc1ccc(C2c3c(ncn(-c4ccccc4)c3=N)Oc3ccc4ccccc4c32)cc1OCC (stereo not drawn),16µM*
COc1ccc(-c2ccc3ncnc(N(C)Cc4csc(C)n4)c3c2)cc1OC,3.7µM*
Nc1cc(-c2ccccc2)c[nH]c1=O,7.3µM*
